PKM2 activator: qHTS Assay for Activators of Human Muscle isoform 2 Pyruvate Kinase; 260,000 compounds, 0.34% hits; purified PKM2, Kinase-Glo ATP luminescence, activation; response scale: 0% is enzyme alone, no compound; AID 1631, 2009; Potency, µM (doses to about 57.5 µM), inactives show at the top dose activation, usual class: activators; Pyruvate kinase PKM (Homo sapiens), P14618; further: potency means the concentration at half of the fitted maximal effect; on the % scale 0 is the no-effect control and ±100 the full control effect; nearly all actives have a fitted effect of over 55% in size
Target sequence (P14618 whole entry, looked up, canonical isoform): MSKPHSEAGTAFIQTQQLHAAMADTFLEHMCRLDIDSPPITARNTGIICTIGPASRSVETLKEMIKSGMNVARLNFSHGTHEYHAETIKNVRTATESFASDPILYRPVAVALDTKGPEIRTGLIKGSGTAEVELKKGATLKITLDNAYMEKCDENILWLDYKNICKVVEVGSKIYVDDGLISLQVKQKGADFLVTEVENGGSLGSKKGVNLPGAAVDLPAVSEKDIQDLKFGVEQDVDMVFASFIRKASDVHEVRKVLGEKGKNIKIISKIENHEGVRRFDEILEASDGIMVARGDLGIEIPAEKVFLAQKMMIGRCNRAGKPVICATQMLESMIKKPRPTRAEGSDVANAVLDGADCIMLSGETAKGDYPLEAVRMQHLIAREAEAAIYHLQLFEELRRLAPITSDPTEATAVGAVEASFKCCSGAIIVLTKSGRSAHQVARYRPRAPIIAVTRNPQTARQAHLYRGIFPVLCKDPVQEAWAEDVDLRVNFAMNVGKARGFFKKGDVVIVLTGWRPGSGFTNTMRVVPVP
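hPK-M2, >95% pure; 0.1 mM ADP / 0.5 mM PEP final; imidazole pH7.2 buffer w/ 7 mM MgCl2, 50 mM KCl; 1 h RT; Kinase-Glo lum. Intermediate enzyme activity for dual inhibitor/activator qHTS.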
Tb PFK inh: qHTS Assay to Find Inhibitors of T. brucei phosphofructokinase | T. brucei PFK, ADP-Glo luminescence | Potency, µM (top dose mostly 57.5 µM), for the others: top-dose activity, negative = inhibition, actives largely listed as inhibitors | 330,000 compounds, 0.17% hits;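 further: potency means the concentration at half of the fitted maximal effect; 0% = uninhibited 1x PFK enzyme wells and -100% = no-enzyme wells; nearly all actives have a fitted effect of over 60% in size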
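In TEA buffer at pH 8.0 with 5 mM MgCl2, enzyme (1.25 nM) converted F6P (0.5 mM) and ATP (0.1 mM) for 45 min at room temperature. ADP product was read by luciferase luminescence.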
S-ASM inh: Inhibitors of Secretory Acid Sphingomyelinase (S-ASM): qHTS. Sphingomyelin phosphodiesterase (Homo sapiens), P17405. placental ASM, HMU-PC fluorogenic substrate, 60 min. Potency, µM (series often up to 57.5 µM), without a hit: at the top dose activity change, negative = inhibition, most hits filed as inhibitors. 340,000 compounds, 0.006% hits. AID 504937, 2011; further: potency means the concentration at half of the fitted maximal effect
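Steps: dispense placental human ASM, pin compound, wait 10 min at room temperature, add HMU-PC0 substrate at 9 uM final, incubate 60 min at 37 °C, add stop solution raising pH to 10, read fluorescence.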
Menin MLL FP TR: qHTS Assay for Inhibitors Targeting the Menin-MLL Interaction in MLL Related Leukemias: Competition With Texas Red Labeled MLL-derived Mutant Peptide; O00255; Menin + Texas Red MLL mutant peptide, fluorescence polarization; Potency, µM (top dose mostly 61.6 µM), for the others: at the highest dose FP activity change, negative = inhibition, hits mostly inhibitors; 270,000 compounds, 0.23% hits; active means well fitted inhibition curve with a large enough effect in the polarisation, with a control signal flat, not every such curve was filed as active; inconclusive means small, poorly fitted or top-dose-only effect, or effect the other way, or a change in a side signal; inactive means no such curve, though single readings can be large or run the other way; the % refers to the polarisation; further: potency means the concentration at half of the fitted maximal effect; % of control where 0% means no effect; many of its hits are not listed in these tables
GALK inhibitor: qHTS Assay for Inhibitors of Human Galactokinase (GALK); 270,000 compounds, 0.007% hits; Potency, µM (doses to about 57.5 µM), without a hit: at the top dose activity change, negative = inhibition, hits mostly inhibitors; Purified GALK, Kinase-Glo residual ATP luminescence; further: potency means the concentration at half of the fitted maximal effect; on the % scale 0 is the no-effect control and ±100 the full control effect
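Galactose (100 uM) and ATP (35 uM) were turned over by 5 nM GALK for 1 h at RT. Kinase-Glo Plus then converted the remaining ATP into a luminescent signal.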
Giardia kill: Small Molecules that selectively kill Giardia lamblia: qHTS; 340,000 compounds, 0.15% hits; Giardia lamblia trophozoite viability; activity change, % at 7.66 µM, hits read low; in the data active means activity change below about -80%; inconclusive means between about -30% and that limit;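 further: parasites exposed to compound for two days anaerobically before the ATP read; on the % scale 0 is the no-effect control and ±100 the full control effect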
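Anaerobic 48 hrs incubation at 37 deg C of 100 trophozoites/well with test compounds; ATPLite 1-Step luminescence, 15-30 min RT, reports cellular ATP as viability.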
TSG101-PTAP inh: qHTS Assay for Iinhibitors of HIV-1 Budding by Blocking the Interaction of PTAP/TSG101; Fluorescence polarization, FITC-PTAP peptide / Tsg101 binding; Potency, µM (doses to about 115 µM), for inactives: top-dose activity change, negative = inhibition, actives largely listed as inhibitors; 340,000 tested, under 10 active; AID 493005, 2010; active means well fitted inhibition curve with a large enough effect in the main read-out, with a control signal flat, not every such curve was filed as active; inconclusive means small, poorly fitted or top-dose-only effect, or effect the other way, or a change in a side signal; inactive means no such curve, though single readings can be large or run the other way; further: potency means the concentration at half of the fitted maximal effect; % of control where 0% means no effect
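Tsg101 binding domain (10 uM final) was mixed with compound and a FITC-labeled PTAP peptide (50 nM final) in HEPES pH 7.5 buffer with NaCl, Tween 20, EDTA and TCEP; fluorescence polarization was read after 20 min at r.t.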
Integrin act MD: qHTS for Activators of Integrin-Mediated Alleviation for Muscular Dystrophy. Potency, µM (top dose mostly 38.3 µM), inactives show at the top dose activation, hits mostly activators. 350,000 compounds, 0.064% hits. AID 624291, 2012. alpha7betagal myoblasts, beta-gal FDG fluorescence, 48 h;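 further: potency means the concentration at half of the fitted maximal effect; 100% = response of the positive control SU9516; nearly all actives have a fitted effect of over 60% in size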
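alpha7betagal+/- myoblasts (passage 13, 250/well) treated 48 h at 37C with compounds at 1:260 dilution of DMSO stock. Lysed, then beta-galactosidase activity read as FDG fluorescence (ex 480/em 540) after 30 min, with pre-read for autofluorescence.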
Coupling enz: qHTS Assay for Inhibitors of Fructose-1,6-bisphosphate Aldolase from Giardia Lamblia: Coupling assay counterscreen; coupling enzyme system counterscreen, AmpLite Red fluorescence; activity change, negative = inhibition, % at 58.2 µM, hits read low; 290,000 compounds, 0.67% hits; in the data active means activity change below about -30%; further: on the % scale 0 is the no-effect control and ±100 the full control effect
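Counterscreen of the coupled detection system alone, without aldolase: glyceraldehyde-3-phosphate coupling enzymes plus AmpLite Red readout. Compounds at 57.5 uM final, 10 min RT preincubation, 20 min RT reaction, fluorescence 525/598 nm.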
Chronic BCR inh: qHTS Assay to Find Inhibitors of Chronic Active B-Cell Receptor Signaling | ABC-DLBCL IkBa-CBG/CBR reporter, luminescence ratio, 4 h | AID 493014, 2011 | Potency, µM (series often up to 46.1 µM), without a hit: at the top dose ratio change, negative = lower green/red ratio, most hits filed as inhibitors | 340,000 compounds, 0.05% hits; active means well fitted inhibition curve with a large enough effect in the signal ratio, with a control signal flat, not every such curve was filed as active; inconclusive means small, poorly fitted or top-dose-only effect, or effect the other way, or a change in a side signal; the % refers to the signal ratio;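 further: potency means the concentration at half of the fitted maximal effect; plate controls were basal doxycycline-induced cells for no effect and cells given 10 µM MG132 for full effect; MG132 reads +100%, hits lower the ratio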
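Concentration-response series (up to 46 uM) were applied to TMD8 dual-reporter cells for 4 h at 37C with doxycycline. Green/red ratio, after filter-overlap correction, defined %Activity; red signal alone was normalised to basal cells and zero luminescence.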
B2AR arrestin: qHTS assay of beta-arrestin-biased ligands of beta2-adrenergic receptor | Beta-2 adrenergic receptor (Homo sapiens), P07550 | beta-arrestin recruitment to beta2AR, cell-based reporter | Potency, µM (highest dose often 46.1 µM), for inactives: at the highest dose activation, actives largely listed as activators | 330,000 compounds, 0.02% hits | AID 492947, 2010;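 further: potency means the concentration at half of the fitted maximal effect; 0% = DMSO controls and full agonism = EC100 isoproterenol or metaproterenol; nearly all actives have a fitted effect of over 65% in size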
Target sequence (P07550 whole entry, looked up): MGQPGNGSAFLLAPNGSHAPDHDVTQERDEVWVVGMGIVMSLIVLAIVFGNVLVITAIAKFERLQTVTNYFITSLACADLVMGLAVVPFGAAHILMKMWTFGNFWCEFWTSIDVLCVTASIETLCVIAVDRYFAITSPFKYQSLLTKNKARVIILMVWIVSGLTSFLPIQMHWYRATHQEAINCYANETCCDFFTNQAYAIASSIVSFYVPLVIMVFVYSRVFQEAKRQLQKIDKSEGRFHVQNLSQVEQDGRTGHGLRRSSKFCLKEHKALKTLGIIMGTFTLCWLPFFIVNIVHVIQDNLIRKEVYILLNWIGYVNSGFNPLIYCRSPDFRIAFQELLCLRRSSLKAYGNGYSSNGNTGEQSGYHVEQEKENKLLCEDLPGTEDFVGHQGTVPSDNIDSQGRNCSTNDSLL
* marks the source's active call; other numbers are inactive results; ? = inconclusive; . = not tested or not shown; [ ] = another dose, or the depositor's remark. Unless noted, the call rests on the fitted dose curve; in most records, active means well fitted curve in the direction sought with a large enough effect; inconclusive means small, poorly fitted or top-dose-only effect, or another doubt; inactive means no such curve, though single readings can be large; an effect the other way counts as inactive or inconclusive. Not all compounds are listed. The share of hits here may be higher or lower than overall.

Each structure is followed by: PKM2 activator	Tb PFK inh	S-ASM inh	Menin MLL FP TR	GALK inhibitor	Giardia kill	TSG101-PTAP inh	Integrin act MD	Coupling enz	Chronic BCR inh	B2AR arrestin
> COc1cc2c(cc1NC(=O)C(C)NCc1ccccc1)oc1ccccc12 (centres undefined)
 : -25%	0%	-9%	-9%	0%	-8	0%	0%	2	?	0.0%
> CC(C)(CO)CNC(=O)CCc1nnc(C2(c3ccc(Cl)cc3)CCC2)o1
 : 0%	-5%	1%	1%	0%	-7	-4%	-13%	2	11%	0.3%
> Cn1c(Cc2ccccc2)nnc1SCc1cc(=O)n2ccsc2n1
 : ?	-10%	7%	4%	10%	-7	-1%	-11%	4	10%	0.1%
> O=C(CSc1ccccc1)N1CCN(S(=O)(=O)c2cccs2)CC1
 : 1.1µM*	-10%	0%	.	5%	-10	-2%	-5%	.	6%	-1.0%
> CCn1cc(S(=O)(=O)N2CCN(c3ccc(Cl)cc3)CC2)cn1
 : 9%	-6%	0%	.	-2%	0	-7%	24%	.	4%	0.2%
> Cc1ccc(S(=O)(=O)N2CCN(C(=O)C3=COCCO3)CC2)cc1C
 : 2%	-1%	1%	4%	0%	-1	1%	14%	5	3%	-0.5%
> Cc1ccc(OCc2cc(C(=O)NCC3COCCO3)no2)cc1C (centres undefined)
 : -1%	-3%	2%	.	-2%	-25	0%	-5%	.	?	-0.6%
> Cc1nc2cc(NC(=O)N3c4ccccc4CC3C)ccc2o1 (centres undefined)
 : 25%	-11%	-1%	?	-1%	-9	-3%	-20%	-24	?	2.8%
> Cc1cc(=O)[nH]c(SCC(=O)NCC2CCCCC2)c1C#N
 : 2%	0%	-2%	7%	1%	10	0%	-1%	11	?	0.0%
> CCCN1CCN(C(=O)Nc2ccc(C(=O)OCC)cc2)CC1
 : -5%	-2%	5%	-1%	3%	-15	-4%	-15%	1	4%	0.0%
> COc1ccccc1OCCNC(=O)c1cccc(S(=O)(=O)NCc2ccccc2)c1
 : .	10%	0%	.	.	2	1%	2%	.	?	4.1%
> CS(=O)(=O)Cc1cc(Sc2ccccc2)nc(-c2ccncc2)n1
 : .	7%	-2%	-13%	2%	-26	-8%	-24%	4	2%	-1.2%
> Cc1ccc2nc3sc(-c4nnc(-c5ccccc5[N+](=O)[O-])o4)c(N)c3cc2c1
 : 13%	4%	.	?	1%	.	.	.	0	?	-0.1%
> Cc1nnc(NC(=O)CSc2ccc3nnc(-c4cccnc4)n3n2)s1
 : 4%	-1%	.	-12%	1%	.	.	.	1	1%	-1.1%
> Cc1ccc(S(=O)(=O)c2n[nH]n3c2nc(=O)c2ccccc23)cc1
 : 2%	-7%	35%	?	-1%	-1	-8%	10%	0	10%	-0.1%
> O=[N+]([O-])c1cc(S(=O)(=O)NCCN2CCOCC2)ccc1Sc1nnnn1-c1ccccc1
 : 3%	-4%	-1%	1%	-1%	-9	0%	-19%	-19	?	-0.4%
> O=C(O)c1ccc2c(c1)C(=O)N(Cc1ccccc1)C2=O
 : 0%	-10%	1%	31%[activator]	0%	13	-2%	3%	24	?	0.1%
> Cc1[nH]nc2c1C1(CCC(c3ccccc3)CC1)C(C#N)=C(N)O2 (centres undefined)
 : -3%	-8%	-1%	2%	0%	-7	-7%	-19%	2	-2%	-0.1%
> C=CCNC(=O)c1ccccc1NC(=O)c1ccccc1
 : -12%	1%	2%	7%	-2%	0	-11%	26%	1	3%	0.1%
> CSc1n[nH]c(NC(C)=O)n1
 : -3%	-2%	6%	4%	1%	-6	-2%	13%	0	-2%	-0.3%
> CC1(C)C(=O)Nc2ccccc2N1C(=O)Cn1ncc(Cl)c(Cl)c1=O
 : -3%	0%	-5%	.	-3%	6	-4%	-55%[inhibitor]	5	?	-1.2%
> Cc1ccc(S(=O)(=O)N(C)c2cc(S(N)(=O)=O)c(C)cc2C)cc1
 : 14%	0%	0%	9%	1%	-17	-3%	-16%	0	-5%	0.0%
> COc1ccc(C(=O)NCc2cc(C(C)C)no2)cc1OC1CCN(C(C)C)CC1
 : .	3%	2%	.	4%	-3	4%	-16%	.	-6%	0.2%
> C(=N\N(c1ccccc1)c1ccccc1)/c1ccc(N2CCOCC2)s1
 : -2%	-2%	10%	?	2%	-12	0%	-17%	-4	1%	3.8%
> CCCCn1c(N)c(N(CC(C)C)C(=O)CC(NC(=O)c2ccccc2)c2ccccc2)c(=O)[nH]c1=O (centres undefined)
 : .	0%	-1%	.	.	3	-5%	-1%	.	-1%	0.0%
> COC(=O)c1sccc1N/N=C/c1ccc(OC)c(OC)c1OC
 : 18%	4%	.	?	1%	-5	-4%	0%	2	?	-0.6%
> Cc1cccc(N2CCN(S(=O)(=O)c3ccc4c(c3)n(C)c(=O)c(=O)n4C)CC2C)c1 (centres undefined)
 : 2%	0%	-1%	?	1%	-2	-1%	-13%	2	-6%	0.2%
> CC1=C(C(=O)Nc2cc(C(=O)N3CCN(c4cccc(C)c4C)CC3)ccc2C)SCCO1
 : .	-3%	-3%	.	1%	-13	-2%	-5%	.	6%	0.2%
> COc1ccc(N(CC(=O)Nc2cc(C)cc(C)c2)S(=O)(=O)c2ccccc2[N+](=O)[O-])c(OC)c1
 : -1%	-6%	0%	15%	-1%	-5	-5%	36%	-1	-3%	-0.6%
> Cc1cccc(NC(=O)CNC(=O)C23CC4CC(CC(Cl)(C4)C2)C3)n1
 : .	0%	0%	.	.	-6	-3%	14%	.	3%	5.3%
> CC(C)(C)c1ccc(CSc2nnc(-c3ccccn3)n2Cc2ccco2)cc1
 : -1%	-3%	-1%	.	-3%	7	0%	-23%	-6	?	0.0%
> CC(=O)N/C(=C\c1ccccc1)C(=O)OCC(=O)c1c(N)n(C)c(=O)n(C)c1=O
 : .	-1%	11%	.	.	-15	-4%	4%	.	2%	-0.1%
> Cc1ccc(NC(=O)NC2=N/C(=C(/C#N)C(=O)N3CCCC3)c3ccccc32)cc1
 : -1%	1%	-9%	9%	7%	11	-6%	5%	1	-2%	0.3%
> Nc1nc2ccc(C(=O)Nc3ccc(N4CCOCC4)cc3)cc2s1
 : .	13%	0%	.	.	-19	-9%	-14%	.	?	0.0%
> CCOC(=O)c1ccc(N=C2SC(C(=O)NCCc3ccccc3)CC(=O)N2C)cc1 (centres undefined)
 : -4%	0%	-3%	9%	0%	-12	-2%	?	1	5%	-0.2%
> C=CCn1c(SCC(=O)NC)nnc1C12CC3CC(CC(C3)C1)C2
 : -3%[11.5 µM]	0%	-3%	-15%	-5%	-8	-3%	24%	-1	1%	-0.1%
> Cc1cc(=O)[nH]c(Nc2c(C)n(C)n(-c3ccccc3)c2=O)n1
 : 4%	-3%	1%	-2%	-5%	2	0%	-10%	6	-2%	-0.3%
> CCCCN(C)C(=O)c1cc2cc([N+](=O)[O-])cc(OC)c2oc1=O
 : 0%	-4%	2%	0%	1%	42[activator]	1%	0%	2	15%	0.5%
> O=C(NCCCC(=O)N1CCCCC1)c1ccc(Cl)cc1
 : .	-5%	-2%	.	1%	-10	-8%	0%	.	11%	0.1%
> CCOc1ccc(CCNC(=O)COc2cccc(-n3cnnn3)c2)cc1OCC
 : .	-1%	1%	.	.	-6	3%	-25%	.	-1%	3.5%
> CCCCNC(=S)NNC(=O)C1=NN(c2cc(C)ccc2C)C(=O)CC1
 : 2%	1%	-1%	3%	0%	61[activator]	-7%	?	-4	?	0.5%
> O=C(Cc1ccc(F)cc1)Nc1c2c(nn1-c1cccc(Cl)c1)CS(=O)C2 (centres undefined)
 : -8%	2%	6%	2%	1%	5	0%	0%	2	-2%	0.6%
